Source: PubChem (National Center for Advancing Translational Sciences (NCATS))
EPAC1 antagonist = EPAC1 (human) antagonism; EPAC1 GEF assay, Rap1b-BODIPY-GDP exchange fluorescence; Potency, µM (doses to about 115 µM), without a hit: at the top dose activity change, negative = inhibition, hits mostly inhibitors; actives 0.14% (n = 360,000);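 note: potency is the fitted concentration of half-maximal effect; plate controls were vehicle for no effect and positive control for full effect; nearly all actives have a fitted effect of over 50% in size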
WRN helicase inh = inhibitors of human WRN helicase. Q14191. WRN helicase unwinding, fluorescent forked duplex, kinetic. Potency, µM (doses to about 114 µM), for the others: top-dose activity change, negative = inhibition, most hits filed as inhibitors. actives 0.46% (n = 360,000); note: potency is the fitted concentration of half-maximal effect; % is set by controls: 0 for no effect and ±100 for the full control effect; nearly all actives have a fitted effect of over 55% in size
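WRN at 20 nM final preincubated with compound 15 min at room temperature; reaction started with 100 nM fluorophore/quencher forked duplex oligonucleotide and 2 mM ATP final. Unwinding followed kinetically by red fluorescence (ex 525, em 598 nm).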
EPAC1 agonist = activates human EPAC1 exchange factor. O95398. EPAC1 agonist qHTS, biochemical assay; response scale: 100% = response to 6.5 mM cAMP. Potency, µM (top dose mostly 154 µM), without a hit: at the highest dose activation, actives largely listed as activators. actives 0.073% (n = 360,000); note: potency is the fitted concentration of half-maximal effect; nearly all actives have a fitted effect of over 60% in size
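Read-out is the fluorescence drop as BODIPY-GDP leaves Rap1B (480 nm excitation, 540 nm emission), recorded every 5 minutes over 30 minutes. Reactions held 100 nM EPAC1, 250 nM Rap1B–BODIPY-GDP and 50 uM GDP, with 6.5 mM cAMP setting full activation.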
PLK1 PBD inh = inhibitors of human PLK1 polo-box domain binding; Plk1 PBD binding of FITC phosphopeptide, fluorescence polarization; Potency, µM, without a hit: max response, negative = inhibition, most hits filed as inhibitors; actives 2.8% (n = 360,000); note: potency is the fitted concentration of half-maximal effect; series mostly up to about 57 µM; % is set by controls: 0 for no effect and ±100 for the full control effect; nearly all actives have a fitted effect of over 65% in size
Target sequence (P53350 whole entry, looked up, the tested form may be a part): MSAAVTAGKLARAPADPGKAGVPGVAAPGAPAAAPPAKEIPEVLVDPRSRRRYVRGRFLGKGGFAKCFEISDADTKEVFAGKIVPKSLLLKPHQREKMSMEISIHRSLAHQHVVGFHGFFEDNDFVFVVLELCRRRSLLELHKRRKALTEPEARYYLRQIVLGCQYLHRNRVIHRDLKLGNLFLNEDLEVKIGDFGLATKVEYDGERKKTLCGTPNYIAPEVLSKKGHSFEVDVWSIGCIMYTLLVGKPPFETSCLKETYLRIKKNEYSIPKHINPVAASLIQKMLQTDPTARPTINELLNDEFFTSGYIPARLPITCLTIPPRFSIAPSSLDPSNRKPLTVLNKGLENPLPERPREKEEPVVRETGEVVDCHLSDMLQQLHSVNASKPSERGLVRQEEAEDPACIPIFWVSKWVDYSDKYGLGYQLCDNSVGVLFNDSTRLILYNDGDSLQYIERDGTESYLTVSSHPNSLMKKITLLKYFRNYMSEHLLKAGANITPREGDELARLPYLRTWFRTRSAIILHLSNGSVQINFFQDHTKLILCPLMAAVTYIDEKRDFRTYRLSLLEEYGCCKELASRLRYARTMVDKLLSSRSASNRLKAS
IL2 activator = activates IL-2 in a cell-based reporter assay; IL-2 activation reporter assay, cell-based qHTS; stimulated with anti-CD3/CD4/CD28 beads; in transgenic mouse T cells; activation, % (series mostly up to about 46 µM); actives 0.065% (n = 360,000); in the data active = activation above about 50%; inconclusive = mostly about 30% to 49%; note: 0% is about no effect
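First, unstimulated transgenic mouse T cells were exposed to compound for 60 min. Next, anti-CD3/anti-CD4-coated beads with anti-CD28 were added. Finally, after 18 h at 37 degrees C, EGFP and DsRed were imaged.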
PI5P4K alpha inh = blocks human PI5P4K alpha kinase activity. P48426. PI5P4Kalpha enzyme, ADP-Glo luminescence, 60 min; hits give low values. max response, %. actives 1.2% (n = 330,000); active = max response of -50% or lower; inconclusive = between -30% and -50%; inactive = -30% or higher; note: value at the top dose of about 77 µM; % is set by controls: 0 for no effect and ±100 for the full control effect
Target sequence (P48426 whole entry, looked up): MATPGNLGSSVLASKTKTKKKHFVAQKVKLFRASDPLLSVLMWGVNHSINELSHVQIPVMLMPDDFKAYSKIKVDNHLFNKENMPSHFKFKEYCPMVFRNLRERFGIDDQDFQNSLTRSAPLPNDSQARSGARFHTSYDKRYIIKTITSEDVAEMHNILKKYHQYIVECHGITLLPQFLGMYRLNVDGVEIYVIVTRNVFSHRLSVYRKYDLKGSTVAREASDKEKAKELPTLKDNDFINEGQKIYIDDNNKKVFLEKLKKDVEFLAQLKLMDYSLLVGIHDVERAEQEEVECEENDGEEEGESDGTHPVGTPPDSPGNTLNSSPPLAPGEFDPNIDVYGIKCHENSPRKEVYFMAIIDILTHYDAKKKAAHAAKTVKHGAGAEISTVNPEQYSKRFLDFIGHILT
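Enzyme plus substrate dispensed, test compounds pinned in, then ATP (5 microM final) added. After 60 min at RT, ADP-Glo reagent 1 for 45 min and reagent 2 for 30 min preceded luminescence imaging.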
EPAC2 agonist = agonists of human EPAC2 (RAPGEF4). Q8WZA2. EPAC2 activation, biochemical qHTS; response scale: 100% = 6.5 mM cAMP response. Potency, µM (series often up to 154 µM), for the others: at the top dose activation, most hits filed as activators. actives 0.079% (n = 360,000); note: potency is the fitted concentration of half-maximal effect; nearly all actives have a fitted effect of over 50% in size
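qHTS, titration series. 100 nM EPAC2 / 250 nM Rap1B-BODIPY-GDP / 50 uM GDP; RT; ex 480/em 540 nm, 5-min reads to 30 min. Norm. to 6.5 mM cAMP = activation.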
CCT chaperon mod = modulators of cytosolic chaperonin (CCT/TRiC) activity. activity change, % (test concentration not listed), hits read low. AID 651819. purified chaperonin ATPase assay, HTRF ADP detection, 30 min. actives 0.3% (n = 360,000); in the data active = activity change below about -30%; note: % is set by controls: 0 for no effect and ±100 for the full control effect
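First, chaperonin was dispensed at 40 nM or 20 nM final depending on batch activity. Next, compounds were pinned at 76 uM and ATP added at 10 uM. After 30 min at 37 °C, ADP detection reagents ran 30 min at ambient temperature.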
Active calls of the source: *; ? = inconclusive; . = not tested or not shown. Unless noted, calls come from the whole dose curve; as a rule, active = well fitted curve in the direction sought with a large enough effect; inconclusive = small, poorly fitted or top-dose-only effect, or another doubt; inactive = no such curve, though single readings can be large; an effect the other way counts as inactive or inconclusive.

No.	compound	EPAC1 antagonist	WRN helicase inh	EPAC1 agonist	PLK1 PBD inh
1	CCOCCOC(=O)C1=C(C)N(C)C(=O)NC1c1ccccc1Cl (centres undefined)	0%	1%	-2%	3%
2	CCC(C)N(C(=O)Cn1nnc2ccccc21)C(C(=O)NCc1ccco1)c1cccc(OC)c1 (centres undefined)	-3%	0%	4%	-1%
3	O=C(Nc1nc(-c2ccccc2)cs1)C1c2ccccc2Oc2ccccc21	7%	1%	5%	-17%
4	CN(C)CCCn1c(N)c(S(=O)(=O)c2ccccc2)c2nc3ccccc3nc21	-3%	-4%	9%	-6%
5	CC1(c2ccc3c(c2)OCCCO3)NC(=O)N(CC(=O)Nc2cccc(C#N)c2)C1=O (centres undefined)	9%	2%	10%	3%
6	COC(=O)N1C(=O)[C@@](Cc2ccccc2)(c2ccccc2)N1C(=O)OC	1%	-6%	5%	30µM*
7	O=C(CSc1ccc(F)cc1)N1CCC(c2nc3ccccc3s2)CC1	-9%	-5%	11%	-9%
8	CCC1(CC)C(=O)NN(c2ccccc2)C1=O	12%	3%	0%	-1%

No.	IL2 activator	PI5P4K alpha inh	EPAC2 agonist	CCT chaperon mod
1	1.2	-7	-1%	0.7
2	0.6	-7	3%	1.2
3	-0.1	2	1%	2.4
4	-7.3	0	12%	1.5
5	1.1	3	1%	-1.4
6	-0.5	2	1%	-2.8
7	-2.8	17	-4%	-4.7
8	0.0	-3	-9%	-3.6

Next part:
No.	compound	EPAC1 antagonist	WRN helicase inh	EPAC1 agonist	PLK1 PBD inh
9	COc1ccccc1C/C(N)=N/OC(=O)c1cccc([N+](=O)[O-])c1	-6%	3%	0%	-21%
10	O=C(NNC1CC(=O)N(c2ccc(Cl)cc2)C1=O)c1ccccn1 (centres undefined)	-13%	9%	7%	-2%
11	COc1ccc(C(=O)OCC(=O)Nc2ccc(OC(F)F)cc2)c(OC)c1	-5%	-1%	11%	-6%
12	CCOC(=O)N1CCN(C(=O)Cn2ncc3c2-c2ccccc2OC3)CC1	-17%	4%	-9%	-24%
13	COC(=O)CCC/C=C1/SCC(NC(=O)c2ccccc2)C1NC(C)=O (centres undefined)	11%	8%	-5%	-2%
14	CCOC(=O)CSc1nc(C(C)C)nc2ccccc12	-2%	-27%	-3%	-1%
15	COc1ccc2c(c1)c(C(C)=O)c(C)n2CCc1ccccc1	-12%	-10%	-13%	2%
16	CCc1nnc(NC(=O)CCC(=O)N2CCN(C3CCCCC3)CC2)s1	17%	8%	-1%	-8%

No.	IL2 activator	PI5P4K alpha inh	EPAC2 agonist	CCT chaperon mod
9	2.6	4	-2%	2.6
10	2.7	-4	11%	-0.7
11	-1.5	5	19%	-0.6
12	-1.9	-2	6%	-2.9
13	1.5	-11	3%	-0.6
14	1.2	7	-4%	-43*
15	-3.4	10	15%	-0.3
16	-0.5	.	3%	-1.2

Later entries:
No.	compound	EPAC1 antagonist	WRN helicase inh	EPAC1 agonist	PLK1 PBD inh
17	CCC(Cc1ccccc1)NC(=O)CSc1ccsc1[N+](=O)[O-] (centres undefined)	-11%	1%	7%	-6%
18	O=C1CN(C(=O)COC(=O)c2cccc(Br)c2)c2ccccc2N1	3%	1%	-4%	-11%
19	COC(=O)c1ccccc1NC(=O)COC(=O)Cc1ccc(S(=O)(=O)N2CCOCC2)s1	6%	-1%	9%	1%
20	C=CCn1c(=N)n(CC(=O)c2ccc(Cl)cc2)c2ccccc21	-1%	-7%	10%	0%
21	O=C(Nc1c(-c2ccc(Cl)cc2)[nH][nH]c1=O)c1ccccc1Cl	-9%	1%	7%	-14%
22	CC(C)C[C@H]1CN=C(Nc2ccccc2)N1CCC1CCCCC1	-27%	-8%	4%	1%
23	CCN(CC)S(=O)(=O)c1cc(NC(=O)CCCOc2ccc(C(C)=O)cc2)ccc1C	-20%	-8%	7%	-19%
24	COc1cc(/C=C(\NC(C)=O)C(=O)O)cc(OC)c1OC	-14%	-4%	10%	9%

No.	IL2 activator	PI5P4K alpha inh	EPAC2 agonist	CCT chaperon mod
17	0.1	0	0%	1.3
18	0.0	-3	11%	-0.5
19	-1.2	-13	5%	0.9
20	-2.2	-7	9%	0.6
21	0.7	-7	8%	0.2
22	-0.3	4	3%	1.2
23	-0.9	11	20%	-0.8
24	0.4	4	9%	-1.0

Three compounds already listed, ordered by length of the SMILES, falling:
No.	compound	EPAC1 antagonist	WRN helicase inh	EPAC1 agonist	PLK1 PBD inh
19	COC(=O)c1ccccc1NC(=O)COC(=O)Cc1ccc(S(=O)(=O)N2CCOCC2)s1	6%	-1%	9%	1%
10	O=C(NNC1CC(=O)N(c2ccc(Cl)cc2)C1=O)c1ccccn1 (centres undefined)	-13%	9%	7%	-2%
17	CCC(Cc1ccccc1)NC(=O)CSc1ccsc1[N+](=O)[O-] (centres undefined)	-11%	1%	7%	-6%

No.	IL2 activator	PI5P4K alpha inh	EPAC2 agonist	CCT chaperon mod
19	-1.2	-13	5%	0.9
10	2.7	-4	11%	-0.7
17	0.1	0	0%	1.3

Looked up one by one from the entries so far (2):
No.	compound	EPAC1 antagonist	WRN helicase inh	EPAC1 agonist	PLK1 PBD inh
22	CC(C)C[C@H]1CN=C(Nc2ccccc2)N1CCC1CCCCC1	-27%	-8%	4%	1%
23	CCN(CC)S(=O)(=O)c1cc(NC(=O)CCCOc2ccc(C(C)=O)cc2)ccc1C	-20%	-8%	7%	-19%

No.	IL2 activator	PI5P4K alpha inh	EPAC2 agonist	CCT chaperon mod
22	-0.3	4	3%	1.2
23	-0.9	11	20%	-0.8

Next results follow.
No.	compound	EPAC1 antagonist	WRN helicase inh	EPAC1 agonist	PLK1 PBD inh
25	Cc1ccc(NS(=O)(=O)c2cccc(C(=O)NNC(=O)c3cccn3C)c2)c(C)c1	-5%	-1%	2%	-9%
26	Cc1cc([N+](=O)[O-])ccc1NC(=O)C(C)NC1CCCCC1 (centres undefined)	-11%	2%	7%	-7%
27	C=CCNc1nc2c(c(=O)[nH]c(=O)n2C)n1CCCCC	11%	1%	-2%	-1%
28	Cc1c2cnn(CC(=O)Nc3cccc(C(F)(F)F)c3)c(=O)c2c(C)n1Cc1ccccc1F	8%	7%	-4%	10%
29	COc1ccccc1CCC(=O)Oc1ccc(C#N)cc1OC	-7%	-12%	15%	-4%
30	COC(=O)CN(C#N)c1nc(NCc2ccccc2)nc(OC)n1	-3%	2%	11%	-8%
31	CN(CCc1ccccc1)C(=O)c1cccc(NC(=O)Cc2cccc(NC(=O)C3CCN(C(=O)C4CCC4)CC3)c2)c1	7%	3%	-13%	6%
32	Cc1sc2ncnc(N3CCC(C(=O)Nc4ccc(F)cc4Cl)CC3)c2c1C	-7%	4%	4%	-3%

No.	IL2 activator	PI5P4K alpha inh	EPAC2 agonist	CCT chaperon mod
25	0.7	-10	8%	-1.5
26	1.4	0	0%	-1.3
27	0.3	10	0%	-1.5
28	2.6	1	-12%	-2.2
29	-0.4	6	16%	1.0
30	0.5	1	3%	0.4
31	1.3	-3	-5%	-1.0
32	0.7	1	7%	-1.7

(continued)
No.	compound	EPAC1 antagonist	WRN helicase inh	EPAC1 agonist	PLK1 PBD inh
33	O=C(NCc1cccs1)c1cccnc1SCCS(=O)(=O)c1ccc(C(F)(F)F)cn1	-11%	7%	-9%	-7%
34	NC(=O)CC(NC(=O)c1ccccc1)c1ccc(N2CCC(N3CCCC3)CC2)c([N+](=O)[O-])c1 (centres undefined)	-7%	0%	-4%	?
35	N/C(=N\OC(=O)COc1ccc2ccccc2c1)c1ccncc1	-13%	3%	9%	-6%
36	CCOC(=O)c1sc2nc(CC(=O)OC)nc(N3CCN(c4ccccn4)CC3)c2c1C	-1%	-15%	23%	-7%
37	Cc1ccccc1NS(=O)(=O)c1ccc(-c2ccc(=O)[nH]n2)o1	6%	-1%	3%	-15%
38	CSc1ccc(NC(=O)Nc2ccc(C(=O)NCC(=O)O)cc2)cc1	-2%	-21%	10%	-17%
39	CC1CCN(C(=O)c2ccc(NC(=O)C3CCCO3)cc2)CC1 (centres undefined)	7%	7%	-3%	0%
40	O=C(CSc1ccc(-c2ccccc2)nn1)N1CCCCC1	-2%	-2%	8%	-5%

No.	IL2 activator	PI5P4K alpha inh	EPAC2 agonist	CCT chaperon mod
33	-0.3	0	4%	-0.6
34	-3.3	2	4%	-2.0
35	-1.3	6	10%	-0.5
36	-0.1	.	7%	-1.3
37	-1.9	-17	11%	-0.9
38	-0.2	?	10%	0.4
39	3.8	-1	1%	2.6
40	0.2	4	-1%	0.0

(next part)
No.	compound	EPAC1 antagonist	WRN helicase inh	EPAC1 agonist	PLK1 PBD inh
41	Cc1cc(NC(=O)c2c(-c3c(Cl)cccc3Cl)noc2C)n(C)n1	-6%	-7%	-2%	-2%
42	CC(C)(C)OC(=O)NCCCC[C@H](NC(=O)c1nc[nH]c1C(=O)N1CCc2ccccc2C1)C(=O)OC(C)(C)C	-17%	-4%	-27%	-3%
43	CC(C)P(=O)(Cc1cccc(C#N)c1)C(C)C	4%	-6%	0%	5%
44	CC(C)CCNC(=O)C1CCN(c2nc3ccccc3o2)CC1	-10%	-8%	-3%	?
45	COc1ccccc1N1CCN(C(=O)c2ccccc2SCC(=O)N2CCCC2)CC1	5%	12%	-3%	?
46	COc1ccc(/C=C2\SC(=S)N(CC3CCCO3)C2=O)cc1 (centres undefined)	-14%	-24%	6%	-8%
47	O=S(=O)(NCC1CCCO1)c1ccc(NS(=O)(=O)c2ccc(F)cc2)cc1 (centres undefined)	10%	7%	-5%	-3%
48	COc1ccc(N(C(=O)c2snc(C(N)=O)c2N)C(C(=O)NC2CCCC2)c2ccc(OC)c(OC)c2)cc1 (centres undefined)	-29%	3%	-4%	-7%

No.	IL2 activator	PI5P4K alpha inh	EPAC2 agonist	CCT chaperon mod
41	6.7	-1	3%	-2.7
42	-0.1	1	-5%	-3.8
43	0.5	.	8%	-2.3
44	-1.3	.	-2%	-4.0
45	-1.1	1	1%	-3.2
46	2.1	18	15%	-0.5
47	-0.2	1	6%	0.8
48	1.4	9	4%	0.2

2 entries from above, screen by screen.
#45 COc1ccccc1N1CCN(C(=O)c2ccccc2SCC(=O)N2CCCC2)CC1
#46 COc1ccc(/C=C2\SC(=S)N(CC3CCCO3)C2=O)cc1 (centres undefined)

assay / entry	45	46
EPAC1 antagonist	5%	-14%
WRN helicase inh	12%	-24%
EPAC1 agonist	-3%	6%
PLK1 PBD inh	?	-8%
IL2 activator	-1.1	2.1
PI5P4K alpha inh	1	18
EPAC2 agonist	1%	15%
CCT chaperon mod	-3.2	-0.5

This is a subset, so the mix of outcomes need not match the whole.
